Screens from PubChem BioAssay.
PGK inhibitor: blocks T. brucei phosphoglycerate kinase; P07378; actives 0.043% (n = 380,000); Potency, µM (titrated, usually from 57.5 µM), without a hit: at the top dose activity change, negative = inhibition, usual class: inhibitors; PGK/GAPDH coupled, Kinase-Glo luminescence, 60 min; further: on the % scale 0 is the no-effect control and ±100 the full control effect; nearly all actives have a fitted effect of over 60% in size
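Luminescent ATP detection (Kinase-Glo Plus) follows a 60-minute room-temperature incubation, with wells lacking PGK as controls. Buffer: 100 mM TEA (pH 7.6), 5 mM MgCl2, 0.01% Tween-20. Coupling enzyme GAPDH (100 nM final) supplies unstable 1,3-BPG in-well.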
Pol iota inh: blocks human DNA polymerase iota activity. Q9UNA4. Pol iota fluorescent replication assay, 10 min. Potency, µM (series often up to 115 µM), for inactives: top-dose activity, negative = inhibition, actives largely listed as inhibitors. actives 1% (n = 390,000). AID 588590
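Pol iota at 10 nM preincubated 15 min with compounds at room temperature; reaction started with fluorescent substrate, 50 nM final. Fluorescence read kinetically at 0 and 10 min; buffer-only wells as negative control.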
HP1b chromo inh: blocks HP1-beta chromodomain binding to methylated histone tails | actives 0.56% (n = 390,000) | Potency, µM (highest dose often 114 µM), without a hit: top-dose activity change, negative = inhibition, hits mostly inhibitors | AlphaScreen HP1-beta / biotin-H3K9me3 peptide binding; further: nearly all actives have a fitted effect of over 70% in size; inactives centre near 23
Target sequence (P83916 whole entry, looked up): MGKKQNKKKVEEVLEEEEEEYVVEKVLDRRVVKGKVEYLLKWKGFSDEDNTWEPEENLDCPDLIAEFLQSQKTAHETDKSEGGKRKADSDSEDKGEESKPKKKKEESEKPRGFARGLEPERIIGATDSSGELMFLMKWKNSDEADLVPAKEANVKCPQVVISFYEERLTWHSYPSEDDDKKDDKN
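Compound inhibition of the preformed complex between 50 nM HP1-beta and 50 nM biotinylated H3K9me3 peptide was read by AlphaScreen. Buffer was PBS pH 7.4 with 0.01% Tween-20. Incubations ran 30 min at room temperature, with 10 ug/mL donor/acceptor beads.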
Pin1 inhibitor: inhibitors of human Pin1. Q13526. Potency, µM (highest dose often 115 µM), inactives show at the top dose activity, negative = inhibition, actives largely listed as inhibitors. AID 504891. actives 0.009% (n = 390,000). Pin1 FP peptide displacement, HiFluor488, 10 min; active means well fitted inhibition curve with a large enough effect in the polarisation, with a control signal flat, not every such curve was filed as active; inconclusive means small, poorly fitted or top-dose-only effect, or effect the other way, or a change in a side signal; inactive means no such curve, though single readings can be large or run the other way; the % refers to the polarisation; further: on the % scale 0 is the no-effect control and ±100 the full control effect
Target sequence (Q13526 whole entry, looked up): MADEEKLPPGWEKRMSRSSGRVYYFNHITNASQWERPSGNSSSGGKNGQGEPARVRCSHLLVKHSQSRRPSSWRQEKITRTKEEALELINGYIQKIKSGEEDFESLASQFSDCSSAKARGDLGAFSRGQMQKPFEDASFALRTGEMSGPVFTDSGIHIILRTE
BLM inh: blocks DNA unwinding by human BLM helicase; AID 2528; Potency, µM (titrated, usually from 56.1 µM), inactives show at the top dose activity change, negative = inhibition, actives largely listed as inhibitors; actives 0.2% (n = 350,000); recombinant BLM DNA unwinding, fluorescence dequenching; P54132;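 further: plate controls were vehicle for no effect and no enzyme for full effect; nearly all actives have a fitted effect of over 35% in size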
GLS inhibitor: blocks human kidney-isoform glutaminase activity; GLS enzymatic activity, qHTS titration; Potency, µM (titrated, usually from 45.5 µM), for the others: at the top dose activity change, negative = inhibition, usual class: inhibitors; actives 0.21% (n = 410,000); further: on the % scale 0 is the no-effect control and ±100 the full control effect
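Assay buffer: 45 mM KH2PO4 pH 8.2, 0.02% Tween-20. hKGA acts on L-glutamine (1 mM solution added); product glutamate is reported by an oxidase/peroxidase Amplex Red coupling, with fluorescence taken at baseline and 30 min.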
BAZ2B inh: inhibitors of human BAZ2B bromodomain | Potency, µM (series often up to 114 µM), for the others: at the highest dose activity change, negative = inhibition, actives largely listed as inhibitors | Q9UIF8 | AlphaScreen BAZ2B-H3K14Ac peptide displacement | actives 4.4% (n = 360,000); further: on the % scale 0 is the no-effect control and ±100 the full control effect; nearly all actives have a fitted effect of over 60% in size
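AlphaScreen displacement: compounds (up to 110uM) incubated 30 min at room temperature with a preformed 50 nM BAZ2B/50 nM biotinylated H3K14Ac peptide complex in PBS pH 7.4 with Tween-20. Donor and acceptor beads at 10 ug/mL final added, 20 min light-protected before reading.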
JMJD2A Tudor: blocks the human JMJD2A Tudor domain. AlphaScreen JMJD2A-Tudor / H3K4me3 peptide binding. Potency, µM (top dose mostly 114 µM), without a hit: at the highest dose activity change, negative = inhibition, hits mostly inhibitors. AID 504339. actives 4.4% (n = 390,000); further: on the % scale 0 is the no-effect control and ±100 the full control effect; nearly all actives have a fitted effect of over 50% in size
G9a block: G9a (human) methyltransferase inhibition; G9a H3K9 monomethylation, AlphaScreen, 2 h; Potency, µM (highest dose often 102 µM), for the others: top-dose activity, negative = inhibition, hits mostly inhibitors; actives 8.8% (n = 350,000); further: on the % scale 0 is the no-effect control and ±100 the full control effect; nearly all actives have a fitted effect of over 75% in size
Target sequence (Q96KQ7 913-1193 limits assumed): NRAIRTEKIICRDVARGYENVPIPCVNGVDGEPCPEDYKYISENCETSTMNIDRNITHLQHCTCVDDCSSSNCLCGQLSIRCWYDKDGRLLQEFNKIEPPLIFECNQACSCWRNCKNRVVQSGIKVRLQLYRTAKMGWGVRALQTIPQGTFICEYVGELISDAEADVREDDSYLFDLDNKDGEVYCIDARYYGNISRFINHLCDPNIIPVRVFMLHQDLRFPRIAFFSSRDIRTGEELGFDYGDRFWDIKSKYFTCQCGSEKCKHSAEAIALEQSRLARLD
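Using a bead-based AlphaScreen, monomethylated H3K9 product from 2 h room-temperature reactions (G9a 20 nM, peptide 500 nM, SAM 20 uM) was detected with 0.5 ug/mL rabbit anti-H3K9me1 antibody.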
Active calls of the source: *; i = inactive; ? = inconclusive; / = no result given; & = joins results of further samples; [ ] = remark or other dose. Unless noted, the call rests on the fitted dose curve; in most records, active means well fitted curve in the direction sought with a large enough effect; inconclusive means small, poorly fitted or top-dose-only effect, or another doubt; inactive means no such curve, though single readings can be large; an effect the other way counts as inactive or inconclusive. Potency means the concentration at half of the fitted maximal effect. These rows are one share of the data; the hit share may differ from the screen's.

no.	Structure	BLM inh	HP1b chromo inh	JMJD2A Tudor	BAZ2B inh	GLS inhibitor	Pin1 inhibitor	PGK inhibitor	Pol iota inh	G9a block
1	CCCOc1cccc(C2c3c(oc4ccc(F)cc4c3=O)C(=O)N2Cc2ccc3c(c2)OCO3)c1 (stereo unspecified)	-6%	21%	-14%	-4%	6%	-15%	5%	1%	7%[59 µM]
2	O=C(N[C@@H](Cc1ccccc1)C(=O)N1CCC2(CC1)NCCc1[nH]cnc12)c1cccc(F)c1	0%	13%	-23%	?	-3%	-2%	2%	1%	/
3	O=S(=O)(c1ccc(Cl)nc1)N1CCN(Cc2ccc3c(c2)OCO3)CC1	-2%	32%	-12%	-7%	-20%	-1%	i	-5%	-9%[59 µM]
4	Cc1cc(=O)n2nc(N3CCCC(C(=O)NCCCN4CCc5ccccc5C4)C3)sc2n1 (stereo unspecified)	-8%	45%	?	-22%	11%	2%	4%	25%	-12%[12.7 µM]
5	COc1ccc(-n2nc3cc(C)c(N)cc3n2)cc1Cl	0%	15%	56µM*	79µM*	-9%	1%	-3%	10%	0.71µM*
6	O=C(N/N=C/c1cc([N+](=O)[O-])ccc1N1CCCCCC1)c1ccccn1	0%	12%	-31%	-16%	8%	24%	-8%	14%	30%[59 µM]
7	COc1ccc(Nc2nccc(OC)c2C#N)cc1	0%	33%	-7%	-5%	-3%	-4%	-12%	49%[activator]	-10%[2.33 µM]
8	N#CC1=C(N)NC(=S)C(C(N)=O)C1c1ccccc1F (stereo unspecified)	0%	9%	-29%	-15%	2%	-2%	-1%	?	50µM*
9	Nc1nc(C(F)(F)F)c(Br)c(=O)n1N	-2%	1%	-22%	-2%	3%	0%	-11%	116%[activator]	2%
10	COc1ccc(-c2[nH]ncc2CN2CCCN(C(=O)c3ccco3)CC2)cc1F	0%	31%	-6%	-3%	-2%	5%	-9%	7%	-7%
11	COc1ccc(/C=C(\NC(=O)c2cccs2)C(=O)NN)cc1OC	0%	38%	0%	-1%	-33%	2%	-12%	115%[activator]	7%
12	N#C/C(=C\c1cccnc1)C(=O)Nc1ccc(C(=O)O)cc1	-6%	48%[activator]	?	-35%	-3%	2%	-5%	23%	-34%
13	Cc1ccsc1/C=N/NC(=O)c1ccncc1	3%	33%	4%	1%	2%	0%	17%	60%[activator]	32%
14	CCn1c(=O)cc(SCC(=O)NCCCN2CCN(c3ccc(F)cc3)CC2)c2ccccc21	-8%	15%	-18%	-38%	19%	-11%	-6%	8%	?
15	CCOC(=O)N1CCC(N2Cc3cccc(C(=O)NCc4ccc5c(c4)OCO5)c3C2=O)CC1	-21%	4%	-35%	?	-10%	1%	-10%	45µM*	?
16	O=C(/C=C/c1ccc(Cl)c(Cl)c1)N1CCOCC1	-4%	22%	-16%	0%	-2%	-2%	-6%	18%	23%
17	CCOC(=O)c1cccc(N2C(=O)C3C4C=CC(CC4)C3C2=O)c1 (stereo unspecified)	-9%	2%	-8%	9%	7%	-1%	1%	?	-14%
18	COc1ccc(-n2[nH]c(C)cc2=O)cc1	-3%	8%	-15%	-22%	3%	-9%	i	1.1µM*	2%[2.33 µM]
19	COc1ccc(CCNC(=O)c2nc(-c3cccs3)no2)cc1OC	3%	29%	1%	-6%	-1%	-2%	-1%	73%[activator]	-10%
20	COCCN1CCN(C(=O)c2cc(COc3ccc(F)c(F)c3)on2)CC1	-3%	12%	8%	0%	5%	4%	1%	1%	/

Complete entries, looked up by structure:
COc1ccc(CCNC(=O)c2nc(-c3cccs3)no2)cc1OC reads BLM inh = 3%; HP1b chromo inh = 29%; JMJD2A Tudor = 1%; BAZ2B inh = -6%; GLS inhibitor = -1%; Pin1 inhibitor = -2%; PGK inhibitor = -1%; Pol iota inh = 73%[activator]; G9a block = -10%
COCCN1CCN(C(=O)c2cc(COc3ccc(F)c(F)c3)on2)CC1 reads BLM inh = -3%; HP1b chromo inh = 12%; JMJD2A Tudor = 8%; BAZ2B inh = 0%; GLS inhibitor = 5%; Pin1 inhibitor = 4%; PGK inhibitor = 1%; Pol iota inh = 1%; G9a block = /

(cont.)
no.	Structure	BLM inh	HP1b chromo inh	JMJD2A Tudor	BAZ2B inh	GLS inhibitor	Pin1 inhibitor	PGK inhibitor	Pol iota inh	G9a block
21	O=c1oc2cc(OCc3c(F)cccc3Cl)ccc2cc1-c1ccccn1	-4%	61%[activator]	20%	2%	9%	-3%	2%	6%	-11%[0.501 µM]
22	C=CCn1c(COc2cccc(C)c2C)nnc1SCC(=O)N1CCN(c2ccccc2)CC1	-6%	-11%	?	?	9%	?	2%	-1%	4µM*
23	COc1ccc(CCNC(=O)CC(=O)NCCc2ccc(OC)cc2)cc1	0%	-19%	-26%	3%	0%	-7%	-1%	51%[activator]	15%
24	COC(=O)c1ccccc1NC(=O)Nc1cc(C)ccn1	-6%	36%	1%	-6%	-1%	1%	/	3%	19%
25	CCN1CCN(CC(O)COc2ccc3c(C)cc(=O)oc3c2)CC1 (stereo unspecified)	-5%	6%	-5%	-2%	8%	-6%	-3%	26%	-33%
26	CC(C)CN(C(=O)C1CSC2(C)CCC(=O)N12)c1c(N)n(Cc2ccccc2)c(=O)[nH]c1=O (stereo unspecified)	-4%	32%	6%	-2%	-12%	5%	-7%	5%	32%
27	CCOC(=O)Cn1c2[n+](c3ccccc31)CC(O)CS2 (stereo unspecified)	2%	7%	45µM*	?	14%	3%	4%	18%	?
28	O=C(CN1C(=O)NC2(CCc3ccccc32)C1=O)NCc1cccc(C(F)(F)F)c1 (stereo unspecified)	/	20%[57 µM]	-12%	/	3%	?	14%	17%	/
29	COc1ccc(-c2cn3nc(C)c(C)nc3n2)cc1OC	/	34%	-13%	-1%	-6%	49%[activator]	-4%	53%[activator]	2%[12.7 µM]
30	O=C(NCCN1C(=O)S/C(=C/c2cccnc2)C1=O)C1CC(=O)N(Cc2ccccc2)C1 (stereo unspecified)	1%	72%[activator]	-10%	/	1%	-3%	-8%	-4%	-8%
31	N#CCSc1nnc(Cc2ccc3c(c2)OCO3)o1	1%	-10%	?	2%	-15%	?	-1%	-2%	26%
32	COc1ccc(NC(=O)COC(=O)Cn2cnc3ccccc3c2=O)c(OC)c1	/	31%	-10%	6%	-5%	0%	-6%	0%	-4%[12.7 µM]
33	Cc1ccc(C(=O)OCC(=O)NC(=O)NCc2ccccc2)cc1C	/	30%	4%	-4%	0%	27%	-6%	-22%	-7%[59 µM]
34	Cc1cc(NCC2CCCO2)n2c(nc3ccccc32)c1C#N (stereo unspecified)	-3%	87%[activator]	-10%	-22%	1%	13%	-2%	9%	7%[59 µM]
35	Cc1cccc(NC(=O)CSc2nc(-c3ccccc3)cc(=O)[nH]2)c1C	-2%	23%	-4%	1%	10%	25%	12%	14%	13%[59 µM]
36	CCC(/C=N/NC(=O)C(N)=O)CC	-2%	60%[activator]	-3%	6%	-4%	2%	/	-9%	6%[59 µM]
37	COCc1ccc(C(=O)NC2CCCN(Cc3ccccc3F)C2)o1 (stereo unspecified)	1%	30%	1%	-3%	1%	-4%	1%	19%	46%[activator]
38	C#CCOCCOCCOCCNc1nc(N2CCN(C(=O)Cn3cc(CC(C)O)nn3)CC2)nc(N2CCN(C(=O)Cn3cc(CC(C)O)nn3)CC2)n1 (stereo unspecified)	4%	30%	-2%	-5%	2%	-8%	-4%	2%	?
39	Cn1nc(C(=O)Nc2cccnc2)c2ccccc2c1=O	2%	21%	7%	-4%	-5%	0%	19%	17%	-6%[12.7 µM]
40	COc1cc(C(CCN2CCOCC2)c2c(OC)cc(OC)c3c2OC(=O)CC3c2ccc(N(C)C)cc2)cc(OC)c1OC (stereo unspecified)	-5%&-5%	?	28µM*	14µM*	26%	5%&5%	-8%	?	-9%[12.7 µM]
41	CCn1c(O)c(C=Nc2ccccc2)sc1=S	-8%	42%[activator]	-11%	6%	-4%	7%	1%	55%[activator]	?
42	O=C(c1cccnc1)N1N=C(C2CC2)CC1(O)C(F)(F)F (stereo unspecified)	-4%	40%[activator]	-10%	-2%	7%	-5%	-5%	6%	18%[59 µM]
43	O=C(COC(=O)C1(c2ccccc2F)CCCC1)N1CCOCC1	-3%	49%[activator]	-1%	-12%	-1%	-4%	-10%	22%	3%[59 µM]
44	COc1ccccc1CNC(=O)CCCCn1c(=O)c2ccccc2n(Cc2ccccc2C)c1=O	-4%	17%	3%	?	7%	?	-1%	?	-21%[59 µM]
45	Cn1c(CNc2nc3ccccc3n2C)nc2ccccc21	3%	49%[activator]	-6%	13%	8%	8%	-2%	11%	-12%[59 µM]
46	COC(=O)c1ccccc1NC(=O)CN(C)S(=O)(=O)c1ccc(OC)cc1	-3%	19%	-12%	-2%	7%	-2%	/	2%	-2%[59 µM]
47	O=C1Nc2ccccc2/C1=N\N=C\c1ccc(O)c(O)c1	?	32µM*	?	40µM*	?	?	-20%	2.2µM*	/
48	CC1=C(C(=O)Nc2ccccc2)C2(CCCCC2)C(C(N)=O)C(=S)N1 (stereo unspecified)	3%	23%	-1%	-6%	-7%	5%	-5%	-5%	-4%[59 µM]
49	Cc1ccc2c(c1)-c1c(cnn1CC(=O)N(CCC#N)c1ccccc1)CO2	-2%	38%	-19%	-19%	2%	2%	i	9%	-38%
50	Cc1cc(OC(=O)c2cccs2)ccc1C(C)C	-13%	204%[activator]	137%[activator]	167%[activator]	-2%	1%	-9%	5%	199%[activator]
51	CCc1ccc(NC(=O)C(=O)c2ccccc2NC(C)=O)cc1	/	17%	-5%	-4%	4%	?	-4%	7%	?
52	CCN(CC)c1ccc(NC(=O)CN2CCN(CC(=O)Nc3ccccc3OC)CC2)cc1	-14%&-5%	?	56µM*	?	41%&5%[activator]	0%&-1%	0%&-1%	38%&2%[activator]	45µM*
53	Cc1c(NC(=O)/C(C#N)=C/c2cccs2)c(=O)n(-c2ccccc2)n1C	-3%	52%[activator]	-8%	-2%	13%	-2%	/	-7%	23%[59 µM]
54	Cc1ccc(C)c(OCc2nnc(SCC(=O)NC(=O)NCc3ccco3)o2)c1	-1%	27%	-5%	8%	-4%	10%	0%	115%[activator]	-43%
55	S=C1N(c2ccccc2)CN(CCN2CCOCC2)CN1c1ccccc1	-1%	28%	-3%	-17%	-3%	11%	i	45%[activator]	18%
